From PubChem BioAssay
BLM helicase inh = qHTS Assay for Inhibitors of Bloom's syndrome helicase (BLM) | recombinant BLM DNA unwinding, fluorescence dequenching | Potency, µM (series often up to 56.1 µM), inactives show at the top dose activity change, negative = inhibition, actives largely listed as inhibitors | actives 0.2% (n = 350,000);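 also: potency is read from the fitted curve at half-maximal effect; plate controls were vehicle for no effect and no enzyme for full effect; nearly all actives have a fitted effect of over 35% in size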
POLK inh = qHTS for Inhibitors of Polymerase Kappa; actives 0.53% (n = 400,000); AID 588579, 2011; DNA polymerase kappa (Homo sapiens), Q9UBT6; purified Pol kappa, fluorescent DNA synthesis assay, 10 min; Potency, µM (titrated, usually from 107 µM), for inactives: at the top dose activity, negative = inhibition, usual class: inhibitors; also: potency is read from the fitted curve at half-maximal effect; % is scaled to controls: 0 for no effect and ±100 for the full control effect
Target sequence (Q9UBT6 whole entry, looked up): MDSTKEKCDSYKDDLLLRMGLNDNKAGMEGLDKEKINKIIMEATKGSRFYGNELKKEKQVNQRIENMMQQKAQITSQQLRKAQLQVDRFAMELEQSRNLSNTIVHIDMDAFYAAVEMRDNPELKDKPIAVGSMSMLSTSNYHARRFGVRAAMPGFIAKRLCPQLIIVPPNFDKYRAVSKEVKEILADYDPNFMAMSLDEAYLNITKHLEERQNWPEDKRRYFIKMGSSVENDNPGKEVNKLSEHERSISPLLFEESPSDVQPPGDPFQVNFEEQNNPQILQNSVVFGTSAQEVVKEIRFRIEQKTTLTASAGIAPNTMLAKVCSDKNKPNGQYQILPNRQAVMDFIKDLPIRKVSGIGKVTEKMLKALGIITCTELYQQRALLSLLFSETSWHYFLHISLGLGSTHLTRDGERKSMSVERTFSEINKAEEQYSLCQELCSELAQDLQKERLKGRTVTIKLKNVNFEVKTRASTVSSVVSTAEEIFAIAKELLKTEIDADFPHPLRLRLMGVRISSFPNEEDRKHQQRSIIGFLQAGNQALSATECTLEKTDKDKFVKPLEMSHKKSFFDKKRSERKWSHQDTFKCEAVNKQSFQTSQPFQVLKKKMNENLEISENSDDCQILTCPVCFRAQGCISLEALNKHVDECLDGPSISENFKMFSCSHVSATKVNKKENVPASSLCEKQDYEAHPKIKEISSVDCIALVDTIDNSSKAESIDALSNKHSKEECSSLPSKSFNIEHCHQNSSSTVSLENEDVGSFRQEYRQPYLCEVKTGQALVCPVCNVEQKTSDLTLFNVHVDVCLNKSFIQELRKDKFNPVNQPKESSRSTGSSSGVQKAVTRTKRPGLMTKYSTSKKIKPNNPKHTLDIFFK
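Enzyme at 10 nM met test compounds for 15 min at room temperature. Substrate addition (50 nM final) began the reaction, which was monitored by fluorescence at 0 and 10 min.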
POLI inh = qHTS for Inhibitors of Polymerase Iota; DNA polymerase iota (Homo sapiens), Q9UNA4; Pol iota fluorescent replication assay, 10 min; Potency, µM (titrated, usually from 115 µM), without a hit: at the top dose activity, negative = inhibition, hits mostly inhibitors; actives 1% (n = 390,000); also: potency is read from the fitted curve at half-maximal effect
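Pol iota at 10 nM preincubated 15 min with compounds at room temperature; reaction started with fluorescent substrate, 50 nM final. Fluorescence read kinetically at 0 and 10 min; buffer-only wells as negative control.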
POLH inh = qHTS for Inhibitors of Polymerase Eta | DNA polymerase eta (Homo sapiens), Q9Y253 | recombinant Pol eta, fluorescent DNA replication assay | actives 1.2% (n = 390,000) | Potency, µM (top dose mostly 114 µM), for the others: top-dose activity change, negative = inhibition, actives largely listed as inhibitors; also: potency is read from the fitted curve at half-maximal effect; % is scaled to controls: 0 for no effect and ±100 for the full control effect
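Pol eta (10 nM) was preincubated with compounds for 15 min at room temperature, after which fluorescent replication substrate (50 nM final) was added to start the reaction. Fluorescence was read kinetically at 0 and 10 min.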
RXFP1 antag = qHTS Assay for Antagonists of the Relaxin Receptor RXFP1; AID 1259400, 2018; HEK293-RXFP1, relaxin-stimulated cAMP HTRF, 30 min; active compounds read low; actives 0.59% (n = 350,000); activity change, negative = inhibition, % at 57.5 µM;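 active = activity change of -60% or lower, but not beyond a set lower limit; inconclusive = change between -60% and -40%, or beyond the set limit; inactive = change above -40%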; also: % is scaled to controls: 0 for no effect and ±100 for the full control effect
Anesthetic bind = qHTS Assay for Identification of Novel General Anesthetics; apoferritin/1-aminoanthracene competitive binding, fluorescence; Potency, µM (highest dose often 77.5 µM), without a hit: top-dose activity change, negative = displacement, usual class: inhibitors; actives 0.074% (n = 350,000); AID 485281, 2010; also: potency is read from the fitted curve at half-maximal effect; % is scaled to controls: 0 for no effect and ±100 for the full control effect; nearly all actives have a fitted effect of over 20% in size
Target sequence (P02791 2-175 limits assumed): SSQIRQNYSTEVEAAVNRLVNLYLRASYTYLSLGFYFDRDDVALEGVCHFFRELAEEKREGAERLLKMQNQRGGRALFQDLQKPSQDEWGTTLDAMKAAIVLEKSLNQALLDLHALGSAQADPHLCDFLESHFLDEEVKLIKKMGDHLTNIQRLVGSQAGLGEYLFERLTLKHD
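Horse-spleen apoferritin (10 uM) in 50% saturated 1-aminoanthracene in PBS was incubated 10 min at room temperature with compound. Fluorescence (ex 380, em 535 nm) was normalized to free and bound 1-AMA, with concentration-response fitted by a four-parameter Hill equation.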
PGK inhibitor = qHTS Assay to Find Inhibitors of Phosphoglycerate Kinase. Phosphoglycerate kinase, glycosomal (Trypanosoma brucei brucei), P07378. PGK/GAPDH coupled, Kinase-Glo luminescence, 60 min. Potency, µM (titrated, usually from 57.5 µM), for inactives: at the top dose activity change, negative = inhibition, most hits filed as inhibitors. actives 0.043% (n = 380,000). AID 602233, 2012; also: potency is read from the fitted curve at half-maximal effect; % is scaled to controls: 0 for no effect and ±100 for the full control effect; nearly all actives have a fitted effect of over 60% in size
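Recombinant glycosomal PGK reaction used 1,3-bisphosphoglycerate generated in-well by GAPDH (100nM final) in 100mM TEA pH 7.6, 5mM MgCl2, 0.01% Tween-20. After 60 minutes at room temperature, ATP was read by Kinase-Glo Plus luminescence end-point.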
Pol beta inh = qHTS Assay for Inhibitors of DNA Polymerase Beta; P06746; Pol beta primer extension/strand displacement, fluorescence kinetic; Potency, µM (top dose mostly 114 µM), for the others: at the top dose activity change, negative = inhibition, actives largely listed as inhibitors; actives 1.3% (n = 340,000); AID 485314, 2010; also: potency is read from the fitted curve at half-maximal effect; % is scaled to controls: 0 for no effect and ±100 for the full control effect
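Preincubation: enzyme (10 nM) with compound, 15 min, RT. Reaction: substrate added to 50 nM final. Reads: 0 and 10 min. Analysis: normalized, Hill fit.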
APEX1 inh = qHTS Assay for Inhibitors of the Human Apurinic/apyrimidinic Endonuclease 1 (APE1) | DNA repair nuclease/redox regulator APEX1 (Homo sapiens), P27695 | recombinant APE1, TAMRA/BHQ-2 abasic DNA cleavage fluorescence | Potency, µM (titrated, usually from 65.8 µM), for inactives: at the top dose activity change, negative = inhibition, usual class: inhibitors | actives 0.35% (n = 350,000) | AID 2517, 2012;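 also: potency is read from the fitted curve at half-maximal effect; plate controls were vehicle for no effect and reference inhibitor for full effect; nearly all actives have a fitted effect of over 55% in size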
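Enzyme (0.75 nM final) and test compound are incubated 15 min at room temperature before adding 50 nM quenched THF abasic-site duplex. Cleavage dequenches TAMRA, followed at 525/598 nm over three reads one minute apart.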
Numbers without * were called inactive; i = inactive; ? = inconclusive; nt = not tested or not shown; & = joins results of further samples; [ ] = dose if it differs, or a comment. Unless noted, calls follow the shape of the dose curve; as a rule, active = well fitted curve in the direction sought with a large enough effect; inconclusive = small, poorly fitted or top-dose-only effect, or another doubt; inactive = no such curve, though single readings can be large; an effect the other way counts as inactive or inconclusive.

Sample of the layout, three compounds:
The line under a structure holds: BLM helicase inh	POLK inh	POLI inh	POLH inh	RXFP1 antag	Anesthetic bind	PGK inhibitor	Pol beta inh	APEX1 inh
> COc1ccc(OCC(O)Cn2c(=N)n(CCN3CCOCC3)c3ccccc32)cc1 (stereo not drawn)
    -5%	-2%	7%	-16%	11	-14%	i	22%	3%
> COc1ccc(CN2C(=O)c3cccnc3C2O)cc1 (stereo not drawn)
    -3%	5%	?	-5%	-16	-4%	?	3%	-2%
> O=C(COc1ccc(S(=O)(=O)N2CCCC2)cc1)N1CCN(c2ccccc2F)CC1
    -4%	-10%	?	-14%	-13	-12%	-4%	25%	8%

Results, from the first entry:
The line under a structure holds: BLM helicase inh	POLK inh	POLI inh	POLH inh	RXFP1 antag	Anesthetic bind	PGK inhibitor	Pol beta inh	APEX1 inh
> COc1ccc(OCC(O)Cn2c(=N)n(CCN3CCOCC3)c3ccccc32)cc1 (stereo not drawn)
    -5%	-2%	7%	-16%	11	-14%	i	22%	3%
> COc1ccc(CN2C(=O)c3cccnc3C2O)cc1 (stereo not drawn)
    -3%	5%	?	-5%	-16	-4%	?	3%	-2%
> O=C(COc1ccc(S(=O)(=O)N2CCCC2)cc1)N1CCN(c2ccccc2F)CC1
    -4%	-10%	?	-14%	-13	-12%	-4%	25%	8%
> C#CCOCCOCCOCCNc1nc(N2CCN(C(=O)[C@H](Cc3cc4ccccc4[nH]3)n3cc([C@@H](N)Cc4ccc(O)cc4)nn3)CC2)nc(N2CCN(C(=O)[C@H](Cc3cc4ccccc4[nH]3)n3cc([C@@H](N)CC(C)C)nn3)CC2)n1
    ?	1%	?	6%	nt	6%	1%	-3%	2%
> CCOc1ccc(N(CC(=O)NCc2cccc(OC)c2)S(=O)(=O)c2c(C)noc2C)cc1
    -4%	-8%	12%	-9%	6	-20%	-9%	-19%	-2%
> CCOc1ccc2[nH]cc(S(=O)(=O)c3ccc(Cl)cc3)c(=O)c2c1
    -8%	-9%	-17%	4%	-4	?	i	?	?
> COC(=O)c1sccc1NC(=O)C1C2C=CC(O2)C1C(=O)O (stereo not drawn)
    -3%	-14%	2%	2%	-6	-2%	-8%	-30%	-4%
> CSc1nc2ccccc2n1Cc1c(Cl)cccc1Cl
    -4%	-6%	0%	-4%	-18	-13%	-8%	?	0%
> C#CCNc1nc(C)nc2c1nnn2Cc1ccccc1F
    -1%	5%	19%	-15%	3	-1%	i	-1%	-3%
> CC1CCC2(CC1)NC(=O)N(CC(=O)NCc1ccc(F)cc1)C2=O (stereo not drawn)
    nt	-7%	-10%	4%	7	nt	-8%	nt	3%
> COc1ccc(NC(=O)CCNS(=O)(=O)c2cccc3nonc23)cc1
    -4%&-1%	-10%&-4%	55%&13%[activator]	-20%&-5%	-9	-1%&-3%	6%	1%&4%	37%
> O=C(CCCCCn1c(=O)[nH]c2ccccc2c1=O)N1CCN(c2ccc(Cl)cc2)CC1
    -4%	-9%[60.1 µM]	-1%	0%	-2	8%	i	-10%	nt
> CN1CCN(C(=O)C2CCC(CNS(=O)(=O)c3cccc4cccnc34)CC2)CC1 (stereo not drawn)
    -2%	4%	-4%	-10%	nt	-13%	-3%	31%	0%
> Cc1cccc(C(=O)O/N=C(\N)CS(=O)(=O)c2ccccc2)c1
    1%	3%	30%[activator]	-8%	-4	-15%	-7%	1%	4%
> CS(=O)(=O)N1CCN=C1SCc1ccc(F)cc1
    0%	-15%	20%	-16%	7	-11%	-10%	1%	11%
> CCCC(NC(=O)CCc1c(C)c2cc3c(-c4ccccc4)coc3cc2oc1=O)C(=O)O (stereo not drawn)
    0%	5%	-4%	-13%	-1	-14%	-1%	-14%	14%
> CC(C)NC(=O)C1CCN(C(=O)C(C(=O)c2ccccc2)n2cc(Cl)ccc2=O)CC1 (stereo not drawn)
    -1%	-6%	-2%	0%	6	0%	-3%	-2%	-5%
> Cc1ccc(C)c(CSc2nnc(C)c(=O)[nH]2)c1
    0%	-3%	72%[activator]	-19%	-14	-3%	i	5%	-3%
> COc1ccc(CN(C)C(=O)c2[nH]c(C)c(C(C)=O)c2C)c(OC)c1OC
    0%	0%	37%[activator]	-20%	9	-5%	-8%	2%	29%
> CCOC(=O)c1sc(NC(=O)CN(CC)CC)c(C(=O)OCC)c1C
    -2%	-2%	5%	10%	-4	-10%	-6%	24%	-1%

Quoted at random: 4 compounds from above
The line under a structure holds: BLM helicase inh	POLK inh	POLI inh	POLH inh	RXFP1 antag	Anesthetic bind	PGK inhibitor	Pol beta inh	APEX1 inh
> CN1CCN(C(=O)C2CCC(CNS(=O)(=O)c3cccc4cccnc34)CC2)CC1 (stereo not drawn)
    -2%	4%	-4%	-10%	nt	-13%	-3%	31%	0%
> COc1ccc(NC(=O)CCNS(=O)(=O)c2cccc3nonc23)cc1
    -4%&-1%	-10%&-4%	55%&13%[activator]	-20%&-5%	-9	-1%&-3%	6%	1%&4%	37%
> CS(=O)(=O)N1CCN=C1SCc1ccc(F)cc1
    0%	-15%	20%	-16%	7	-11%	-10%	1%	11%
> CC(C)NC(=O)C1CCN(C(=O)C(C(=O)c2ccccc2)n2cc(Cl)ccc2=O)CC1 (stereo not drawn)
    -1%	-6%	-2%	0%	6	0%	-3%	-2%	-5%

Following part.
The line under a structure holds: BLM helicase inh	POLK inh	POLI inh	POLH inh	RXFP1 antag	Anesthetic bind	PGK inhibitor	Pol beta inh	APEX1 inh
> COc1cccc(CNC(=O)CN2C(=O)COc3ccc(S(=O)(=O)Nc4ccccc4)cc32)c1
    -4%	3%	-24%	-1%	nt	17%	-3%	-2%	nt
> CCC(C)NS(=O)(=O)c1ccc(NC(=O)CNCc2cccs2)cc1 (stereo not drawn)
    nt	-7%	-7%	-14%	11	nt	-3%	nt	nt
> Cc1c(NC(=O)CSC(=S)N2CCCC2)c(=O)n(-c2ccccc2)n1C
    nt	1%	17%	-10%	-2	nt	i	nt	52%[activator]
> CC1CCCCN1C(=O)c1cc2c(=O)n3ccccc3nc2s1 (stereo not drawn)
    -1%	-17%	54%[activator]	-12%	17	151%[activator]	-3%	1%	16%
> CCCN(CCC)S(=O)(=O)c1ccc(Cl)c([N+](=O)[O-])c1
    -9%	-11%	60%[activator]	5%	-25	?	-4%	-6%	-4%
> CC[C@@]1(C(=O)OC)N[C@H](CN(C)C(=O)c2ccc(F)cc2)[C@@H]2C(=O)N(Cc3ccccc3)C(=O)[C@@H]21
    nt	15%	13%	-6%	nt	nt	-9%	nt	40%
> Cc1ccc(S(=O)(=O)/C(C#N)=C/c2c(N3CCN(C)CC3)nc3ccccn3c2=O)cc1
    0%	-9%	7%	?	6	-20%	-5%	1%	-6%
> O/N=C1/CCCCc2sccc21
    -16%	-18%	?	-10%	9	?	i	-16%	-3%
> Cc1cc(C)n(CCNS(=O)(=O)c2ccc(C)c(C)c2)n1
    2%	-8%	-22%	-13%	2	-4%	i	2%	46%[activator]
> Cc1cccn2c(=O)c3cc(C#N)c(=N)n(CCN4CCOCC4)c3nc12
    2%	-5%	?	3%	7	191%[activator]	0%	15%	-2%
> Cc1ccc(C(=O)NN=C2CCCCCC2)s1
    -5%	-13%	-6%	5%	-4	-8%	7%	17%	29%
> CCOC(=O)C1=NN(C(C)=O)C2C(=O)N(CC)C(=O)C12 (stereo not drawn)
    -1%	-20%	-13%	-5%	1	-3%	-4%	-1%	1%
> COc1ccc(N2CCN(c3nc(NCCO)nc(N4CCOCC4)n3)CC2)cc1
    -1%	-11%	4%	3%	-9	-7%	-1%	22%	-3%
> COc1ccc2cc(C(=O)N3CCN(C)CC3)[nH]c2c1
    0%	-8%	10%	0%	-2	3%	3%	-2%	7%
> O=C(NCCN1CCN(Cc2ccccc2Cl)CC1)Nc1ccccc1
    3%	4%	13%	-8%	-9	-19%	4%	21%	-7%
> Cc1nc2ccccc2c(=O)n1CC(=O)N1CCOCC1
    -3%	2%	17%	7%	-3	-3%	10%	0%	5%
> COc1ccc(-n2nnc3c(SCC(=O)NCc4ccco4)ncnc32)cc1
    -1%	-16%	-24%	?	6	-17%	-2%	-3%	-4%
> CCOc1ccc(Nc2nc(Cc3nnc(SCC(=O)N(CC)CC)n3C)cs2)cc1
    3%	-3%	1%	-5%	-5	-5%	-7%	14%	-9%
> C/C(=N\NC(=O)c1ccc(O)cc1)c1cccc(NC(=O)c2ccc(Cl)cc2)c1
    nt	-14%	15%	-18%	-16	nt	-6%	nt	nt
> O=C(N/N=C/c1sc(=O)[nH]c1-[n+]1ccccc1)c1ccccc1[O-]
    2%	-6%	28%	-15%	-33	-4%	-8%	7%	9%
> CCOc1ccccc1NC(=O)c1nnn(CC(=O)Nc2ccccc2CC)c1N
    -2%	-14%	12%	-21%	nt	-6%	-4%	2%	nt

Not all compounds are listed (hit frequency here may not be typical).
